# BioA inh = blocks M. tuberculosis BioA enzyme activity; purified M. tuberculosis BioA enzyme, plate reader; inhibition, % at 9.99 µM; 360,000 tested, 0.096% active; AID 602481; in the data active = inhibition above about 40%
# UGM FP inh = Mtb UDP-galactopyranose mutase inhibition | purified UGM, fluorescence polarization probe displacement | inhibition, % at 10 µM | 320,000 tested, 0.06% active | AID 504406; in the data active = inhibition above about 10%, passing the limit was not always enough
# Vc quorum ag = inducers of Vibrio cholerae quorum light production without autoinducers. activation, % at 18.7 µM. AID 588436. 350,000 tested, 0.16% active. V. cholerae BH1578 lux reporter, luminescence, 6 h; in the data active = activation mostly above about 9.7%, no sharp cut-off; note: not every result past the cut was called active; inactives centre near 0; reference of the scale not given here
# Rv3671c protease = inhibitors of M. tuberculosis serine protease Rv3671c; P9WHR9; inhibition, % at 5.96 µM; 320,000 tested, 0.048% active; in the data active = inhibition above about 38%;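 note: extracellular domain of Rv3671c used as enzyme; 0% = enzyme with DMSO and 100% = no enzyme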
# Target sequence (P9WHR9 whole entry, looked up, the tested form may be a part): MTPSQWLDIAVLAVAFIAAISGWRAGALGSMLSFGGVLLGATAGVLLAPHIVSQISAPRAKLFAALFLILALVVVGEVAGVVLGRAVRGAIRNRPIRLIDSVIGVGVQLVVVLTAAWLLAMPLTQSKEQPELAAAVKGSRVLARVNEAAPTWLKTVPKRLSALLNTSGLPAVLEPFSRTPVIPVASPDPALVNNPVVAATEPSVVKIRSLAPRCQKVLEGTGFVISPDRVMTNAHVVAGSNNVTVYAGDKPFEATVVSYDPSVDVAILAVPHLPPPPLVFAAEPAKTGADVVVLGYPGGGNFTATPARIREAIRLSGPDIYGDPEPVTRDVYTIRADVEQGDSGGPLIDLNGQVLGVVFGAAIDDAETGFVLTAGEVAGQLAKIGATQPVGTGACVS
# 3CLpro inhibitor = SARS-CoV 3CLpro protease inhibition. P0C6X7. recombinant SARS-CoV 3CLpro, quenched FRET peptide cleavage. 290,000 tested, 0.14% active. inhibition, % at 6 µM; in the data active = inhibition above about 12%
# Mtb FBA inh = Mtb fructose-bisphosphate aldolase inhibition; 360,000 tested, 2.3% active; inhibition, % at 1 µM; P9WQA3; purified M. tuberculosis FBA, fluorescence read-out; in the data active = inhibition above about 27%;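 note: 0% = vehicle and 100% = reference inhibitor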
# Target sequence (P9WQA3 whole entry, looked up): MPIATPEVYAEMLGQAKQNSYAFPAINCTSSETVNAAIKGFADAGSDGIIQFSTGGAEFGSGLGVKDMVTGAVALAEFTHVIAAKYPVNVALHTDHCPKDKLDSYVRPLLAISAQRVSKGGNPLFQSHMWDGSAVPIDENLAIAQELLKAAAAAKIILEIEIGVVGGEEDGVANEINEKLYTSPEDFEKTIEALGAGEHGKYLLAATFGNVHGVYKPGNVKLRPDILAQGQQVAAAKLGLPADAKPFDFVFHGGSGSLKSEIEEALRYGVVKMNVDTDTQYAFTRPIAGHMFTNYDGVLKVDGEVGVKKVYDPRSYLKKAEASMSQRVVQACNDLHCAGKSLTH
# SSB-PriA inh = inhibitors of Klebsiella pneumoniae PriA binding to SSB C-terminal tail; 430,000 tested, 0.6% active; AID 1272365; AlphaScreen SSBct-PriA binding, biotinylated peptide; inhibition, % at 33 µM; in the data active = inhibition mostly above about 37%, no sharp cut-off; inactive = mostly below about 20%;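 note: plate controls were negative control peptide for no effect and reference peptide for full effect; strong numbers were not always called active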
# DUSP3 inh = inhibitors of human VHR1 phosphatase (DUSP3) | P51452 | inhibition, % at 13.3 µM | 290,000 tested, 0.52% active | recombinant VHR phosphatase, pNPP absorbance; in the data active = inhibition above about 50%; note: some compounds called inactive have numbers as strong as hits
# Target sequence (P51452 whole entry, looked up): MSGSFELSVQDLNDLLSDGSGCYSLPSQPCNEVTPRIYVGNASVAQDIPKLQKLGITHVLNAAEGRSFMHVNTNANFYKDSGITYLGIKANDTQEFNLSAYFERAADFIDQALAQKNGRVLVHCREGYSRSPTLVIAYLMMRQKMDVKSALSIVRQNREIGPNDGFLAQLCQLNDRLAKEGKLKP
# MazF activator = MazEF (E. coli) toxin RNase activation | activation, % at 20 µM | P0AE70 | FAM/BHQ RNA-DNA oligo cleavage fluorescence, 5 h | 350,000 tested, 0.32% active; in the data active = activation above about 50%
# Target sequence (P0AE70 whole entry, looked up): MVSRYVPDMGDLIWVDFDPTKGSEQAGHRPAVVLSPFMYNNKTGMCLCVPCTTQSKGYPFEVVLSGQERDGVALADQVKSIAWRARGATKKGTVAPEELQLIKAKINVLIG
# GDH-TPI inh = counter-screen for M. tuberculosis FBA inhibitors: GDH-TPI coupled enzymes. 360,000 tested, 1.2% active. GDH-TPI coupled enzyme counterscreen, NADH absorbance. AID 588335. inhibition, % at 4.8 µM; in the data active = inhibition above about 30%;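 note: 0% = DMSO wells and 100% = wells lacking the enzyme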
# An asterisk follows results filed as active; i = inactive; x = not tested or not shown; & = joins results of further samples. This is a subset (hit frequency here may not be typical).
# Below each compound – UGM FP inh	SSB-PriA inh	Vc quorum ag	BioA inh	Rv3671c protease	DUSP3 inh	Mtb FBA inh	3CLpro inhibitor	GDH-TPI inh	MazF activator
Cn1c(CSCC(=O)Nc2ccccc2)nnc1SCc1ccccc1
→ -0.9	-8.9	i	x	-12.2	5.1	-1.2	3.6	0.4	-28.1
CC(NC(=O)COc1ccc(S(=O)(=O)N2CCCC2)cc1)c1ccccc1 (centres undefined)
→ -3.1	-8.8	1.2	-0.7	-4.6	12.5	1.6	-7.1	-5.8	3.1
CCn1c(SC(C)C(=O)O)nnc1-c1cccnc1 (centres undefined)
→ 0.2	-3.9	-0.3	-1.0	-4.6	-12.5	1.2	-4.4	1.6	-1.0
O=C(NCC(=O)N(c1ccccc1)C(C(=O)NCC1CCCO1)c1ccccc1)c1ccco1 (centres undefined)
→ 1.5	-7.4	-0.4	-0.3	1.9	17.4	-0.7	-6.0	-1.8	7.7
Nc1ncnc2c1ccn2[C@H]1CN(Cc2ccc3c(c2)OCO3)C[C@@H](CO)O1
→ x	x	-0.2	4.0	x	x	2.3	x	6.6	x
N#Cc1sc(=O)[nH]c1Cl
→ -1.3	-20.9	-0.8	0.2	2.1	x	2.7	x	-7.6	-2.9
Cc1nonc1CN(C)C(=O)CC1C(=O)NCCN1Cc1ccc(F)c(F)c1 (centres undefined)
→ 0.1	-1.9	-0.5	0.5	6.3	-12.1	1.4	2.5	-3.8	5.0
Nc1c(C(=O)c2ccc(Cl)cc2)sc2nc3c(cc12)CCC3
→ 2.1	-21.3	1.4	-1.5	-1.7	-32.7	2.0	-4.5	1.6	70.4*
O=C(O)CCCCCNS(=O)(=O)c1ccc2c(c1)OCCO2
→ -0.9	-5.5	i	x	-2.1	15.8	-1.5	1.2	-4.5	12.3
CC(OC(=O)CCN1C(=O)C2CC=CCC2C1=O)C(=O)Nc1ccc(F)cc1 (centres undefined)
→ x	-3.6	-0.3	0.0	x	x	2.7	x	2.1	5.7
COc1ccc(CNc2nnnn2C)c(OC)c1
→ 1.1	0.4	i	-1.1	-11.7	30.0	0.7	-5.8	0.0	-2.4
Cc1nn(Cc2ccccc2)c(C)c1NC(=O)c1cc(-c2ccco2)on1
→ -2.8	-5.4	-0.8	-1.2	-10.1	52.9*	0.2	-2.4	0.0	3.2
COc1cc(C2C(C#N)=C(N)Oc3cc(C)oc(=O)c32)ccc1OC(=O)N1CCOCC1 (centres undefined)
→ -2.8	-9.4	i	-3.2	-5.9	2.6	2.9	-4.1	-10.1	3.0
CC(OC(=O)Cc1coc2ccc3ccccc3c12)C(=O)NC(N)=O (centres undefined)
→ 0.0	10.1	-0.1	x	-10.5	-4.7	1.2	-2.0	3.8	-1.3
CCN1CCN(CC(=O)N2c3ccccc3Sc3ccccc32)CC1
→ -0.1	3.6	i	6.4	5.5	7.2	4.2	3.1	5.0	3.6
Cc1cc(C)n2nc(CCCCc3nc4nc(C)cc(C)n4n3)nc2n1
→ -0.9	x	x	x	0.0	34.9	x	-0.3	x	x
O=C1CC(c2ccco2)Cc2nc(N3CCc4ccccc4C3)ncc21 (centres undefined)
→ -1.0	13.5	i	x	-46.4	-0.2	-4.8	2.0	6.9	-6.2
CCOC(=O)C1(C)CCCN1C(=O)c1ccc(C)cc1 (centres undefined)
→ x	x	i	-2.4	x	x	-1.6	x	8.0	x
C[C@@H]1CN([C@@H](C)CO)C(=O)CCCn2nncc2CO[C@H]1CN(C)S(=O)(=O)c1ccc(-c2ccccc2)cc1
→ x	x	-2.3	-1.7&1.5&-1.9	x	x	4.7	x	9.3	5.4
CCN(CC)c1ccc(NC(=O)C2CC3CCC2C3)cc1 (centres undefined)
→ 5.3	36.7	x	0.3	-1.3	-6.2	-1.9	-2.6	-7.6	1.0
COc1ccc2c(c1)C(=O)C(=O)N2
→ -3.6	-12.3	-0.8	-1.9	2.5	4.7	-6.3	3.4	3.0	6.8
Cc1cc(C)c(C)c(S(=O)(=O)N2CCC(C(=O)OCC(=O)N3c4ccccc4NC(=O)C3(C)C)CC2)c1C
→ -0.8	-9.3	i	-1.0	-34.7	2.6	-3.1	8.5	-0.6	-2.5
CCC(=Nc1ccccc1)C1=C(O)CCCC1=O
→ 0.6	5.8	-0.9	-0.6	4.1	0.0	0.8	-3.6	7.4	-11.4
CS(=O)(=O)Nc1ccccc1C(=O)Nc1cc(Cl)cc(Cl)c1
→ -1.2	-4.1	-0.1	-1.9	-7.4	6.3	18.8	2.3	-3.7	-1.1
COc1ccc(C2NC(=O)Cc3cc(OC)c(OC)cc32)cc1OC (centres undefined)
→ 0.0	-2.2	-0.2	x	3.2	-3.1	0.3	-2.2	-19.4	5.0
CN(c1ccccc1)S(=O)(=O)c1cccc(NC(=O)CC(C)(C)C)c1
→ 2.0	-12.3	-0.3	x	2.9	0.1	3.4	2.9	9.6	-1.6
CC(=O)c1sc2nc(SCC(=O)N3CCCCC3)[nH]c(=O)c2c1C
→ -0.2	-4.7	-3.8	0.5	3.9	6.3	30.5*	0.1	26.5	-0.8
CC(=O)c1ccccc1NC(=O)COC(=O)c1cc2ccccc2[nH]1
→ 1.6	-3.6	-0.2	-2.0	-14.3	x	4.2	x	16.8	25.1
COc1ccc(-c2c(C#Cc3ccc(N(C)C)cc3)c3ccccc3n2C)cc1
→ -2.0	78.2*	1.2	-0.8	6.8	x	4.0	x	24.6	3.8
N/C(=N\O)c1ccc([N+](=O)[O-])s1
→ 2.1	x	-0.6	x	6.1	4.3	0.3	-4.9	4.0	5.3
CCN(CC)CCN1C(=O)c2ccccc2NC1c1ccc(F)cc1 (centres undefined)
→ 1.0	-0.6	-0.3	-3.2	4.5	7.1	45.0*	-6.5	13.3	2.7
COC(=O)c1ccccc1NC(=O)C1CC=CCC1C(=O)O (centres undefined)
→ 4.6	-6.5	i	-6.2	-4.2	-1.5	8.8	2.3	-1.3	-5.1
CCCCN1C(=O)C(CC(=O)NC2CCCCC2)CC(C(=O)N(C)C)=C1C (centres undefined)
→ x	x	-0.6	-1.5	x	x	-1.1	x	2.8	8.7
O=C(c1cnc2n(c1=O)CCS2)N(C1CCCCC1)C1CCCCC1
→ 2.5	-8.5	-0.2	-1.9	-0.7	7.8	-2.3	-3.0	3.4	1.2
COc1ccc(Br)cc1CNC(=O)CCNC(=O)Cn1ccc2ccccc2c1=O
→ -1.0	-5.4	-0.3	-1.0	3.2	29.7	2.2	4.4	1.2	3.3
O=C(CCc1nnc(-c2ccccc2)o1)NC1CCCCC1
→ 0.1	0.6	-0.2	0.3	5.2	-2.8	0.0	4.1	8.9	-3.1
Cc1ccc(NC(=O)Cc2cccs2)cc1Cl
→ -2.8	-20.2	1.9	-0.1	x	30.3	0.5	2.8	0.8	4.8
CC(=O)N1CCC2(CC1)C/C(=N\NC(=S)Nc1ccccc1F)c1cc(O)ccc1O2
→ 1.1	x	-0.2	x	9.0	10.2	11.8	4.5	14.2	1.2
COc1ccc2[nH]cc(CCN)c2c1
→ -0.6	6.5	-0.2	0.2	-6.9	4.4	1.4	2.2	-1.0	7.1
CC(NC(=O)CN(C)S(=O)(=O)c1cnc[nH]1)c1ccccc1 (centres undefined)
→ -0.2	-22.4	-0.8	x	7.0	20.6	-1.2	3.6	-9.3	-2.4
CCN(C(=O)COC(=O)c1ccc([N+](=O)[O-])o1)C1CCCCC1
→ 2.5	-4.9	i	0.1	-20.3	x	-3.4	x	6.1	8.1
Cc1ccc(CCNC(=O)CC(C)CC2=NS(=O)(=O)c3ccccc3N2)cc1 (centres undefined)
→ 1.9	3.4	-0.3	-1.5	-4.1	-3.6	1.3	-0.1	3.7	-0.9
Nc1ccccc1C(=O)NC1CCCCNC1=O (centres undefined)
→ 1.7	-0.5	i	0.2	7.0	7.7	68.5*	8.9	14.5	-5.1
COc1ccc2ccccc2c1/C=N/NC(=O)c1ccccc1F
→ -0.3	x	i	-1.4	-9.9	44.4	2.4	-3.0	9.2	-0.3
Nc1cc(=O)[nH]c(SCC(=O)Nc2ccc(S(=O)(=O)N3CCCC3)cc2)n1
→ -0.4	1.1	i	0.4	-18.1	x	-1.9	x	-4.4	-3.8
COc1ccc(CC(=O)NCc2cccs2)cc1OC
→ 0.2	-11.8	i	-1.7	-0.6	0.0	-2.3	3.4	3.1	-3.0
CN(C)CCCN(C(=O)/C=C/c1cccs1)c1nc2c(F)cccc2s1
→ x	0.8	-0.3	x	x	4.2	-3.7	-3.3	36.7*	19.1
CCNC(=O)c1oc2c(c1C)C(=O)CC(C)(C)C2
→ -1.7	-16.2	i	2.1	-2.4	-0.5	0.5	0.9	1.9	3.9
Cn1c(C(=O)NCCc2c[nH]c3ccccc23)cc2sccc21
→ 0.2	26.5	-0.2	5.6	6.3	14.8	2.0	-0.1	-1.4	4.6
COc1ccc(OC)c(S(=O)(=O)ON2C(=O)c3ccccc3C2=O)c1
→ 2.7	3.9	i	-0.1	5.6	11.4	25.7	-0.7	12.4	2.3
O=C(NCC(=O)N(c1cccc(F)c1)C(C(=O)NCC1CCCO1)c1ccccc1)c1ccco1 (centres undefined)
→ 1.5	-22.2	-0.4	-0.3	-8.3	12.1	2.0	-4.7	-6.8	-0.6
O=C(CSCc1ccc([N+](=O)[O-])cc1)N/N=C/c1ccncc1
→ 0.6	x	-0.3	x	6.3	22.5	0.7	4.0	-6.0	5.8
CC(=O)N(C)c1ccc(N=Cc2cc3c(cc2[N+](=O)[O-])OCO3)cc1
→ 0.1	14.9	-0.3	x	-1.6	x	-4.2	x	6.6	12.3
CC[N+](CC)(CC#Cc1ccccc1)CC#Cc1ccccc1
→ -2.1	-3.9	-0.5	x	12.3	12.8	0.2	-3.0	-10.1	10.7
C/C(=N\NC(=O)c1c([N+](=O)[O-])c(C)nn1C)c1ccc(NC(=O)C2CCCC2)cc1
→ -0.4	x	i	0.8	6.8	18.5	-0.8	-0.1	7.7	2.9
O=C(C=Cc1cccnc1)c1ccccc1
→ x	-7.0	-3.4	0.9	x	x	-2.4	x	11.6	1.3
Cc1ccc(NC(=S)NNC(=S)Nc2ccc(C)cc2)cc1
→ x	3.2	-3.3	1.9	x	x	1.4	x	12.5	14.2
CN(Cc1ccccc1)C(=O)CSc1nc2c(c(C(F)(F)F)n1)CCc1ccccc1-2
→ 2.1	-6.5	i	-1.4	-0.2	x	-7.7	-1.9	-3.5	-10.0
COc1ccccc1NC(=O)C(C)NC(c1ccccc1)c1ccccc1 (centres undefined)
→ -0.3	2.5	0.7	-0.7	4.8	36.6	-2.3	3.6	2.1	0.9
COc1ccc(NC(=O)CN(C)C(=O)c2ccccc2OCC(=O)Nc2cccc(C(F)(F)F)c2)cc1
→ -0.8	18.0	-6.2	-1.7	-3.7	x	-3.7	x	2.1	1.9
O=S(=O)(NC1CCc2ccccc21)c1ccccc1 (centres undefined)
→ x	x	i	1.5	x	x	-0.9	x	7.1	4.8
Cc1csc(SCc2ccccc2C(=O)O)n1
→ 0.5	-19.4	i	0.3	8.4	25.6	1.3	-5.5	-6.1	5.5

# Ordered by count of non-hydrogen atoms (largest number first): some entries from above
# Below each compound – UGM FP inh	SSB-PriA inh	Vc quorum ag	BioA inh	Rv3671c protease	DUSP3 inh	Mtb FBA inh	3CLpro inhibitor	GDH-TPI inh	MazF activator
CCN(CC)CCN1C(=O)c2ccccc2NC1c1ccc(F)cc1 (centres undefined)
→ 1.0	-0.6	-0.3	-3.2	4.5	7.1	45.0*	-6.5	13.3	2.7
COC(=O)c1ccccc1NC(=O)C1CC=CCC1C(=O)O (centres undefined)
→ 4.6	-6.5	i	-6.2	-4.2	-1.5	8.8	2.3	-1.3	-5.1
CCNC(=O)c1oc2c(c1C)C(=O)CC(C)(C)C2
→ -1.7	-16.2	i	2.1	-2.4	-0.5	0.5	0.9	1.9	3.9
